Screening data (PubChem BioAssay)
KB-V1 MDR tox: KB-V1 MDR subline cytotoxicity. AID 1347076. Potency, µM (top dose mostly 46.1 µM), without a hit: at the highest dose activity change, negative = cytotoxicity, hits mostly cytotoxic. actives 3.4% (n = 400,000). KB-V1 MDR cells viability, CellTiter-Glo, 72 h; further: potency means the concentration at half of the fitted maximal effect; on the % scale 0 is the no-effect control and ±100 the full control effect; nearly all actives have a fitted effect of over 60% in size
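KB-V1 cells (P-gp-expressing MDR subline of KB-3-1) in phenol-red-free DMEM with 10% FBS were exposed to library compounds over a concentration series for 72 h at 37 degrees C. Viability read by CellTiter-Glo luminescence; concentration-effect curves fitted after normalization.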
MCF10A rerep: DNA re-replication induction in MCF 10a cells | MCF 10A DNA re-replication, Hoechst nuclear intensity, 48 h | Potency, µM (top dose mostly 46.1 µM), for the others: top-dose activity, positive = re-replication, hits mostly activators | actives 2.9% (n = 350,000) | AID 624296; further: potency means the concentration at half of the fitted maximal effect; % of control where 0% means no effect; nearly all actives have a fitted effect of over 50% in size
ATXN2 expr inh: inhibitors of ATXN2 expression | HEK-293 ATXN2-luciferase reporter, luminescence, 24 h | Potency, µM (highest dose often 57 µM), inactives show top-dose activity change, negative = inhibition, actives largely listed as inhibitors | actives 0.72% (n = 360,000); further: potency means the concentration at half of the fitted maximal effect; on the % scale 0 is the no-effect control and ±100 the full control effect; nearly all actives have a fitted effect of over 55% in size
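qHTS (up to 57 uM final) was run with 24 h compound exposure of reporter cells at 37 °C. Each well was multiplexed: SteadyGlo luminescence measured ATXN2-luciferase expression after a fluorogenic Gly-Phe-AFC viability readout (25 uM final).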
HT1080NT lethal: kills 2HG-producing HT-1080-NT fibrosarcoma cells; HT-1080-NT fibrosarcoma viability, CellTiter-Glo ATP luminescence, 48 h; Potency, µM (titrated, usually from 46.1 µM), inactives show top-dose activity, negative = less viability, most hits filed as cytotoxic; actives 1.6% (n = 360,000);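 further: NT is the 2HG producing partner of a matched IDH1 knockdown line; potency means the concentration at half of the fitted maximal effect; 0% = DMSO-treated cells and -100% = media-only wells without cells; nearly all actives have a fitted effect of over 55% in size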
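Toxicity toward the 2HG-producing NT line was scored as %Activity, normalised to DMSO and no-cell wells, from CellTiter-Glo luminescence after 48 hours' treatment.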
WRN helicase inh: blocks human WRN helicase; Q14191; Potency, µM (highest dose often 114 µM), without a hit: at the highest dose activity change, negative = inhibition, hits mostly inhibitors; AID 651768; WRN helicase unwinding, fluorescent forked duplex, kinetic; actives 0.46% (n = 360,000); further: potency means the concentration at half of the fitted maximal effect; on the % scale 0 is the no-effect control and ±100 the full control effect; nearly all actives have a fitted effect of over 55% in size
Target sequence (Q14191 whole entry, looked up): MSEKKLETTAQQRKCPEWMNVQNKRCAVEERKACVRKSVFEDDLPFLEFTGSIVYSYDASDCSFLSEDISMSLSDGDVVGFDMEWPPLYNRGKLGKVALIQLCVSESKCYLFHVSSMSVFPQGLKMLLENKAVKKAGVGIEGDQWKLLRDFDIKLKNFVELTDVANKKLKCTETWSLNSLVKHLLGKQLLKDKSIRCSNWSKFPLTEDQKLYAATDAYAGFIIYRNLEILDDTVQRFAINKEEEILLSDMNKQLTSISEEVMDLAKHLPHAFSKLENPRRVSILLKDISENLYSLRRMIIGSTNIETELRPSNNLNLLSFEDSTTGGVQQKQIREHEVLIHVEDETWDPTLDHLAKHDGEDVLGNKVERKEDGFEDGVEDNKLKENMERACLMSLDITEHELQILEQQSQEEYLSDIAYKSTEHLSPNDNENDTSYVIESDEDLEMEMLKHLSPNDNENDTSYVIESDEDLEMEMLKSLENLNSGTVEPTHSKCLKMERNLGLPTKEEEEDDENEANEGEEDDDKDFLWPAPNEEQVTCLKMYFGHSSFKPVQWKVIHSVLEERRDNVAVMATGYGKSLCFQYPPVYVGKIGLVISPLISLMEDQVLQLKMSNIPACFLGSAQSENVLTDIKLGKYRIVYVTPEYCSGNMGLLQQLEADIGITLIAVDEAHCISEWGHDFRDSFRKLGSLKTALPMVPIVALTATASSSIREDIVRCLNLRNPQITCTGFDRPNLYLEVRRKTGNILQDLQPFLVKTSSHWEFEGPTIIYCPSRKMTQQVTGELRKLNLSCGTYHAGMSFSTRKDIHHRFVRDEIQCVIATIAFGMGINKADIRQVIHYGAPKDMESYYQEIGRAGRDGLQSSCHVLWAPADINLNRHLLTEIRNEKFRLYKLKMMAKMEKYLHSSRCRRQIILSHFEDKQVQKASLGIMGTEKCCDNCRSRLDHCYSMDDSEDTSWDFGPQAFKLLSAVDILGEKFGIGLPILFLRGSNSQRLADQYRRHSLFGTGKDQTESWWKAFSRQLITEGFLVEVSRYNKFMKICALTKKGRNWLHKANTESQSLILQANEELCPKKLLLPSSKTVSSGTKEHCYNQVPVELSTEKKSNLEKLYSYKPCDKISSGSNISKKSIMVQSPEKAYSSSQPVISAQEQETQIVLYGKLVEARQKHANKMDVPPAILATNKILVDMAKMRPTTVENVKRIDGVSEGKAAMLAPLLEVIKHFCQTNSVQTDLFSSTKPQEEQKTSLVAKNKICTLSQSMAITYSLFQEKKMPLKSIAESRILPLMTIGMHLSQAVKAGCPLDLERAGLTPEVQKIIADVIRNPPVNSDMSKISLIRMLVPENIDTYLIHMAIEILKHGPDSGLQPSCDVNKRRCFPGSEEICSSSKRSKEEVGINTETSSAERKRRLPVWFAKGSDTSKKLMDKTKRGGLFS
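Kinetic red-fluorescence monitoring (525/598 nm) tracks WRN helicase activity after 100 nM fluorophore-quencher forked duplex and 2 mM ATP are added to 20 nM enzyme pretreated 15 min at room temperature with compound.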
KB-3-1 cytotox: kills parental KB-3-1 adenocarcinoma cells. KB-3-1 viability, CellTiter-Glo ATP luminescence, 72 h. Potency, µM (highest dose often 46.1 µM), without a hit: top-dose activity change, negative = cytotoxic, most hits filed as cytotoxic. actives 1.4% (n = 400,000). AID 1347075; further: potency means the concentration at half of the fitted maximal effect; on the % scale 0 is the no-effect control and ±100 the full control effect; nearly all actives have a fitted effect of over 60% in size
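Viability of parental KB-3-1 cells, measured by CellTiter-Glo luminescence, followed a 72 h incubation at 37 °C with pinned compounds in phenol-red-free DMEM containing 10% FBS.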
SW480 rerep: DNA re-replication induction in SW480 cells | actives 1.8% (n = 340,000) | Potency, µM (highest dose often 46.1 µM), inactives show at the highest dose re-replication activation, actives largely listed as activators | SW480 DNA re-replication, Hoechst DNA content imaging, 48 h | AID 624297; further: potency means the concentration at half of the fitted maximal effect; % of control where 0% means no effect; nearly all actives have a fitted effect of over 55% in size
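SW480 cells exposed to compounds for 48 hr at 37 C, 5% CO2, then Hoechst-stained 40 min. Nuclear DNA content imaged by fluorescence scanning (405 nm excitation, 500-530 nm emission); re-replication scored as increased high-intensity nuclei.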
HT1080 IDH1KD tx: kills HT-1080 cells with IDH1 knockdown; Potency, µM (top dose mostly 46.1 µM), without a hit: top-dose activity, negative = toxicity, usual class: cytotoxic; actives 2% (n = 360,000); HT-1080 IDH1 knockdown viability, ATP luminescence, 48 h; AID 686971;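 further: potency means the concentration at half of the fitted maximal effect; 0% = DMSO wells and -100% = cell-free medium wells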
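CellTiter-Glo luminescence after 48 h compound exposure at 37 degrees C of IDH1-knockdown HT-1080 cells in 5% FBS RPMI. %Activity scaled between DMSO wells and cell-free media wells, with curves fitted and assigned curve classes.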
IL1B secr inh: inhibitors of inflammasome signaling (IL-1 beta secretion) | THP-1 LPS/ATP IL-1B secretion, AlphaLISA, 16 h; stronger effect = lower value | activity change, % at 57.5 µM | actives 4.7% (n = 360,000) | AID 743279; in the data active means activity change below about -50%; inconclusive means mostly about -30% to -49%; further: on the % scale 0 is the no-effect control and ±100 the full control effect
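Secreted IL-1B measured by AlphaLISA bead assay after 16 h compound exposure of THP-1 cells; compounds (final up to 57.5 uM) added 1 h before LPS (250 ng/mL) and ATP (1.25 mM) stimulation; lower signal means less secretion.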
The depositor's hits bear a star; i = inactive; ? = inconclusive; / = not tested or not shown; [ ] = dose if it differs, or a comment. Unless noted, the call rests on the fitted dose curve; in most records, active means well fitted curve in the direction sought with a large enough effect; inconclusive means small, poorly fitted or top-dose-only effect, or another doubt; inactive means no such curve, though single readings can be large; an effect the other way counts as inactive or inconclusive.

SMILES	KB-V1 MDR tox	MCF10A rerep	ATXN2 expr inh	HT1080NT lethal	WRN helicase inh	KB-3-1 cytotox	SW480 rerep	HT1080 IDH1KD tx	IL1B secr inh
COc1ccc(S(=O)(=O)N2CCCCC2)cc1C(=O)NC1CCS(=O)(=O)C1 (stereo unspecified)	23%	/	/	-2%	6%	-5%	/	0%	-15
CC(C=Cc1ccccc1)=NNS(=O)(=O)c1ccc([N+](=O)[O-])cc1	18%	?	-20%	3%	-10%	3%	?	-3%	-3
CCc1ccc(C(=O)COC(=O)CNC(=O)c2ccc(Br)o2)cc1	16%	-3%	5%	-4%	-23%	-12%	-4%	-2%	0
O=C(C1CC1)N1CCc2cc(Br)cc(S(=O)(=O)NC3CCCCC3)c21	-8%	0%	-5%	-22%	-12%	-2%	4%	-11%	?
c1nc2ccc(Cc3ccc4nc[nH]c4c3)cc2[nH]1	16%	-2%	/	-5%	7%	2%	1%	-4%	-3
Cc1ccccc1N1CCN(S(=O)(=O)c2nnc(NC(=O)CC(C)C)s2)CC1	-4%	?	-37%	-14%	4%	-8%	-5%	-21%	21
CCOc1ccc(N(CC(=O)NC2CCCC2)C(=O)CCC(=O)Nc2nc(C)cs2)cc1	-3%	?	1%	2%	4%[57.1 µM]	2%	-25%	24%	-1
CCN(CC(=O)Nc1ccc(S(=O)(=O)N2CCCC2)cc1)Cc1ccccc1	-28%	4%	1%	5%	-4%	-1%	-1%	-2%	-4
O=C(NCC1CCN(S(=O)(=O)c2ccccc2)CC1)Nc1ccc(F)cc1F	?	12%	-18%	-7%	0%	-19%	-6%	-1%	-6
O=C(NCCCN1CCCC1=O)Nc1cc(Cl)ccc1Cl	5%	-3%	3%	13%	6%	2%	-17%	-1%	-5
CCOc1ccc(OCCCC(=O)N2CCN(S(=O)(=O)c3ccc(Cl)cc3)CC2)cc1	?	17%	-4%	6%	3%	-5%	3%	12%	-15
CCn1cc(C(=O)NCCCOC)c(=O)c2cc(S(=O)(=O)N(C)C)ccc21	-6%	13%	0%	1%	5%	9%	1%	11%	0
CC(=O)Nc1nc(-c2ccc(Br)s2)cs1	0%	2%	30%	-1%	-16%	0%	-2%	-4%	-8
CN(CC(=O)Nc1ccc(S(=O)(=O)N2CCCC2)cc1)Cc1ccc(Cl)cc1Cl	13µM*	9%	-11%	-14%	-2%	-29%	/	-14%	10
COC(=O)CSc1nnc(CNS(=O)(=O)c2ccc(Cl)cc2)n1C	21%	?	-7%	5%	3%	3%	-1%	11%	?

Arranged by length of the SMILES (low to high): 3 of the compounds above
SMILES	KB-V1 MDR tox	MCF10A rerep	ATXN2 expr inh	HT1080NT lethal	WRN helicase inh	KB-3-1 cytotox	SW480 rerep	HT1080 IDH1KD tx	IL1B secr inh
c1nc2ccc(Cc3ccc4nc[nH]c4c3)cc2[nH]1	16%	-2%	/	-5%	7%	2%	1%	-4%	-3
CCc1ccc(C(=O)COC(=O)CNC(=O)c2ccc(Br)o2)cc1	16%	-3%	5%	-4%	-23%	-12%	-4%	-2%	0
CN(CC(=O)Nc1ccc(S(=O)(=O)N2CCCC2)cc1)Cc1ccc(Cl)cc1Cl	13µM*	9%	-11%	-14%	-2%	-29%	/	-14%	10

Next section:
SMILES	KB-V1 MDR tox	MCF10A rerep	ATXN2 expr inh	HT1080NT lethal	WRN helicase inh	KB-3-1 cytotox	SW480 rerep	HT1080 IDH1KD tx	IL1B secr inh
CCN(CC)S(=O)(=O)c1cccc(NC(=O)Nc2cccc(C(F)(F)F)c2)c1	8.2µM*	23µM*	22µM*	?	-11%	7.3µM*	?	21µM*	-93*
NC(=O)CNC1CC(=O)N(CCc2ccccc2)C1=O (stereo unspecified)	?	-4%	3%	8%	-8%	6%	-3%	-2%	15
CCN1C(=O)/C(=C/c2ccc(C)s2)NC1=S	2%	0%	6%	19%	1%	21%	-4%	9%	2
CC(=O)Nc1c(-c2ccccc2)nc2cc(C)ccn12	0%	?	-18%	5%	2%	-7%	-1%	15%	8
Cc1ccc(C(C(=O)NC(C)(C)C)N(Cc2ccco2)C(=O)Cn2nnc(-c3cccs3)n2)cc1 (stereo unspecified)	?	4%	-2%	6%	4%	1%	3%	11%	-10
COc1ccc(Cl)cc1S(=O)(=O)N1CCCC(C(=O)NCC(N)=O)C1 (stereo unspecified)	26%	-9%	5%	7%	2%	10%	4%	10%	2
COc1cc(/C=C/C(=O)O)cc(S(=O)(=O)N2CCc3ccccc32)c1OC	?	16%	2%	-3%	-2%[57.1 µM]	5%	-3%	-2%	17
COc1ccc(-c2nnc3sc(-c4ccco4)nn23)cc1OC	2.1µM*	5%	-12%	9%	1%	?	-6%	0%	-13
CCCC1=NN2C(=N)/C(=C\c3cc(C)n(-c4cc(C)cc(C)c4)c3C)C(=O)N=C2S1	?	21µM*	1%	9%	-6%[11.6 µM]	17%	1%	8%	22
O=C(NCC1CCCCC1)c1ccc2nc([C@@H]3O[C@H](CO)[C@@H](O)[C@H]3O)[nH]c2c1	14%	/	8%	?	-7%	0%	/	?	33
COc1cccc(-c2cnc(C(O)c3cc(C)ccc3C)[nH]2)c1 (stereo unspecified)	-1%	/	8%	17%	-1%	0%	/	10%	?
CN(CC(=O)Nc1ccc(C#N)cc1)Cc1ccc(Cl)cc1	?	?	-17%	?	-15%	3%	-4%	?	-10
Cc1cnc(C(=O)OC(C(=O)c2ccccc2)c2ccccc2)cn1 (stereo unspecified)	32%	2%	/	11%	-5%	8%	-1%	7%	6
CN1CCN(C(=O)C[C@@H]2C[C@H]3c4cc(NC(=O)c5cccnc5)ccc4O[C@H]3[C@H](CO)O2)CC1	19%	/	3%	12%	2%	0%	/	14%	22
Cn1ccnc1Sc1nc(Nc2cccc(Cl)c2)nc(N2CCOCC2)n1	9%	3%	/	3%	5%	0%	-12%	0%	1
CCOC(=O)N1CCC2CC1c1cc(Cl)ccc12 (stereo unspecified)	0%	?	-3%	6%	-1%	0%	-28%	4%	17
CC(C)C[C@@H](COCc1cccc(Cl)c1)N1CCN(C(=O)c2cccc(C(F)(F)F)c2)CCC1=O	?	/	-39%	?	-4%	-5%	/	?	?
O=C(Nc1ccccc1)O/N=C/c1ccc(F)cc1	14%	-4%	/	22%	-2%	8%	3%	10%	-24
Cc1n[nH]c(=O)c2c(NC(=O)COC(=O)Cc3ccc(Cl)cc3Cl)oc(C)c12	2%	-2%	-10%	2%	-7%	-2%	-2%	2%	0
COCCNC(=O)C(=O)Nc1ccc(Br)cc1	?	10%	20%	-20%	4%	-8%	2%	-19%	15
Cc1ccc(NC(=O)C(C)Sc2nnc(C)n2C2CC2)cc1S(=O)(=O)N1CCOCC1 (stereo unspecified)	-4%	9%	/	0%	4%	1%	-2%	3%	0
CC(Oc1ccccc1)C(=O)N=C1SC2CS(=O)(=O)CC2N1CCc1ccccc1 (stereo unspecified)	-13%	-2%	11%	5%	-2%	0%	-30%	-13%	11
COc1ccc(CN2CCN(Cc3cc4ccccc4o3)CC2CCO)c(F)c1 (stereo unspecified)	0%	?	-15%	0%	0%	-6%	0%	-1%	13
O=[N+]([O-])c1ccc(N2CCCC2)cc1N1CCCC1	?	17%	-1%	-3%	1%	-7%	12%	-4%	-24
Cc1cc(C)nc(SCC(=O)N(C)C)n1	4%	-7%	/	17%	3%	-2%	-6%	25%	0
O=C(c1ccc2ccccc2c1)C1CCCN(C(=O)c2cccnc2)C1 (stereo unspecified)	?	-1%	-7%	-8%	-29%	-1%	-5%	-23%	i
Cc1c(N=C2N=C(NC(=O)NC(C)(C)C)c3ccccc32)c(=O)n(-c2ccccc2)n1C	0%	?	-11%	2%	8%	-7%	?	-5%	?
C=Cc1ccc(C(=O)N2CCCC(Nc3ccc4c(c3)OCCO4)C2)cc1 (stereo unspecified)	?	16%	7%	20%	3%	-4%	-28%	24%	i
Cc1ccc(C(=O)NC(C)c2ccc(C)c(C)c2)s1 (stereo unspecified)	-8%	3%	7%	-2%	9%	-7%	-7%	0%	-5
CCOc1ccc(NC(=O)CN(C)C(=O)c2ccccc2OCCOc2ccccc2)cc1OCC	2.3µM*	10%	3%	-6%	-5%	-18%	0%	-9%	-8
COc1ccccc1N1CCN(C(=O)c2ccc(N3CCCCS3(=O)=O)cc2)CC1	-25%	-1%	-11%	-5%	0%	-7%	-2%	0%	52
Clc1ccccc1C(c1ccccc1)(c1ccccc1)n1ccnc1	15µM*	14µM*	?	?	/	-6%	2%	?	-24
O=C(NCC(c1ccco1)N1CCCCC1)c1ccc(S(=O)(=O)Nc2ccccc2Cl)cc1 (stereo unspecified)	-2%	11%	0%	1%	4%	-18%	-3%	-3%	15
COc1ccc(CNC(=S)Nc2ccc(F)c(Cl)c2)cc1	?	?	-32%	-14%	9%	-9%	0%	-12%	-22
O=C(O)c1cccc2sc3cc(Cl)ccc3c(=O)c12	0%	29%	5%	?	-4%	20%	?	4%	12
Cc1ccc(S(=O)(=O)N(C)C)cc1NC(=O)COC(=O)c1ccc2c(c1)NC(=O)CS2	8%	3%	-16%	-3%	-4%	-9%	8%	-3%	-6
CCC1C=C(c2ccccc2)C=CN=C1N(CC)CC (stereo unspecified)	-4%	3%	-4%	-10%	-8%	3%	-5%	-4%	-10
O=C(N/N=C/c1cccnc1)c1cc(-c2ccc(Br)cc2)nc2ccccc12	-14%	?	-24%	?	-4%	?	21µM*	?	?
CCc1cc(=O)oc2cc(OCc3ccc(C(=O)O)o3)ccc12	-4%	0%	/	-3%	6%	2%	-3%	-2%	-7
CC(C)Cn1cnc2c(Sc3c([N+](=O)[O-])ncn3C)nc(N)nc21	11%	?	3%	-8%	-3%	10%	-3%	-12%	-101*
